High-throughput results deposited in PubChem BioAssay by National Center for Advancing Translational Sciences (NCATS).
Pf growth 96h: P. falciparum growth inhibition at 96 hour, primary screen for plastid delayed-death inhibitors | P. falciparum luciferase reporter growth, 96 h | Potency, µM (titrated, usually from 28.7 µM), inactives show at the top dose activity change, negative = inhibition, usual class: inhibitors | 6.9% of 320,000 active | AID 504834; further: potency means the concentration at half of the fitted maximal effect; on the % scale 0 is the no-effect control and ±100 the full control effect
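Luminescence readout: decreased luciferase signal marks inhibited growth of reporter-expressing P. falciparum in infected red cells (2% hematocrit, 0.05% parasitemia final), exposed to compound two generations (96 h, 37 C, 5% CO2).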
Pf growth 48h: inhibits P. falciparum growth in the first generation, 48 h; AID 504832; 5.9% of 310,000 active; P. falciparum luciferase growth in erythrocytes, 48 h; Potency, µM (series often up to 28.7 µM), inactives show at the top dose activity change, negative = inhibition, actives largely listed as inhibitors; further: potency means the concentration at half of the fitted maximal effect; on the % scale 0 is the no-effect control and ±100 the full control effect
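Luciferase-expressing parasites in RBCs, 2% Hct / 0.1% parasitemia final; RPMI 1640 + 0.5% Albumax; 37 C, 5% CO2, one generation; luminescence read-out, lower signal = inhibition.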
FBPA Giardia inh: Giardia lamblia aldolase inhibition. A8B2U2. purified Giardia FBPA. Potency, µM (series often up to 59.6 µM), inactives show at the highest dose activity, negative = inhibition, usual class: inhibitors. 0.71% of 290,000 active; further: potency means the concentration at half of the fitted maximal effect; on the % scale 0 is the no-effect control and ±100 the full control effect; nearly all actives have a fitted effect of over 55% in size
Target sequence (A8B2U2 whole entry, looked up): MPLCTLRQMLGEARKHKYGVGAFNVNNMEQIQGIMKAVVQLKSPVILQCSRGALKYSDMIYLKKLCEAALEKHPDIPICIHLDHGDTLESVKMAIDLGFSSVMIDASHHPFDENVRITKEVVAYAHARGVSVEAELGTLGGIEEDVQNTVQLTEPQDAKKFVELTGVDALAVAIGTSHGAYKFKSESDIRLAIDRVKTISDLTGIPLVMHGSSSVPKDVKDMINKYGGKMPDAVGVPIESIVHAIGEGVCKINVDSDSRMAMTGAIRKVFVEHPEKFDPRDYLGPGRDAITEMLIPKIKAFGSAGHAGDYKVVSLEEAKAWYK
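Giardia FBPA (40 nM reagent) was preincubated 10 min at RT with compound (up to 57.5 uM final), then substrate plus GAPDH/TPI/NAD/arsenate coupling system with diaphorase/resazurin was added; resorufin fluorescence (525/598 nm) was read after 20 min.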
CHX counter: affects cycloheximide protein synthesis inhibition readout, counter-screen. cell reporter, cycloheximide protein synthesis inhibition counterscreen. max response, %. 12% of 300,000 active; in the data active means max response mostly above about 13%, no sharp cut-off; inactive means mostly below about 14%; further: read at 38.3 µM for the half of the compounds with a filed dose; 0% is about no effect
Shiga inhibitor: inhibitors of Shiga toxin in Vero cells; 9.2% of 290,000 active; AID 2315; Vero cells, Shiga toxin protein synthesis inhibition reporter; inhibition, % at 38.7 µM; in the data active means inhibition mostly above about 28%, no sharp cut-off; inactive means mostly below about 43%; further: 0% is about no effect
Sm TGR inh: inhibitors of Schistosoma mansoni thioredoxin glutathione reductase. Q962Y6. purified TGR, DTNB reduction, TNB absorbance 405 nm. Potency, µM (titrated, usually from 114 µM), inactives show at the highest dose activity change, negative = inhibition, hits mostly inhibitors. 3% of 360,000 active. AID 485364; further: potency means the concentration at half of the fitted maximal effect; on the % scale 0 is the no-effect control and ±100 the full control effect; nearly all actives have a fitted effect of over 60% in size
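TGR 20 nM + NADPH 100 uM (dispensed conc.), cpd preinc 15 min RT; start with NADPH (500 uM addition) then DTNB (15 mM addition). Kinetic TNB absorbance, 405 nm filter. Four-parameter Hill fit across titration.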
The depositor's hits bear a star; i = inactive; ? = inconclusive; · = no result given; & = joins results of further samples; [ ] = another dose, or the depositor's remark. Unless noted, the call rests on the fitted dose curve; in most records, active means well fitted curve in the direction sought with a large enough effect; inconclusive means small, poorly fitted or top-dose-only effect, or another doubt; inactive means no such curve, though single readings can be large; an effect the other way counts as inactive or inconclusive.

Sequence of screens: Pf growth 96h, Pf growth 48h, FBPA Giardia inh, CHX counter, Shiga inhibitor, Sm TGR inh
1	Cc1cc(C#Cc2c(-c3ccccc3)n(C)c3ccccc23)ccc1F
 : 5.9µM*, ?, -1%, -1, 5, ?
2	CCCc1cc(NC(=O)COC(=O)c2nccnc2N)n(-c2ccccc2)n1
 : 18%, 4%, ·, ·, ·, -5%
3	CCOC(=O)C1CCN(C(=O)c2ccc3c(=O)n4nc(Nc5cc(C)ccc5C)sc4nc3c2)CC1
 : 2.9µM*, ?, ·, 4, -3, 19%&-9%
4	Oc1cccc2ccc(N3CCOCC3)nc12
 : 19%, 34%[activator], -3%, 25*, 28, 9%
5	COc1ccc(/C=N/N2CCN(Cc3ccc(C)cc3)CC2)cc1Br
 : -13%, ?, -11%, -4, ·, -11%
6	Cc1ccc(C(=O)NC(=S)Nn2cnnc2)cc1
 : 3%, 21%, ?, 13, 23, 0%
7	CC(C)NC(=S)N/N=C/c1ccc(C(C)(C)C)cc1
 : ?, ?, -10%, 21*, 28, 4%
8	COC(=O)c1nn(-c2ccccc2)c(Cl)c1/C=N/OCc1ccc(C)cc1
 : 11%, 5%, -1%, -4, 4, 13%
9	CCC(=O)Nc1nc2ccccc2n1Cc1ccc(Cl)cc1
 : 106%[activator], ?, 2%, -2, 45, 0%
10	CCOC(=O)N1CCN(C(=O)COc2ccc3c(c2)C(=O)CC(C)(C)O3)CC1
 : 25%, ?, 2%, -3, -6, 1%
11	O=C(O)c1ccc2c(=O)n(-c3ccccc3)c(=S)[nH]c2c1
 : ?, 23%, 0%, 6, 17, 13%
12	c1ccc(-c2nc(CSc3nnnn3-c3ccccc3)cs2)cc1
 : -15%, 31%[activator], 6%, 22, 19, -17%
13	CC(=O)c1ccc(Nc2nc(-c3cccnc3)cs2)cc1
 : ?, 69%[activator], -6%, 22*, 20, 4%
14	Oc1ccc(/C=N/NC(=S)Nc2cccnc2)c(O)c1O
 : ?, ?, 7.1µM*, -3, -3, 10µM*
15	COc1ccccc1OCCn1cc(C=O)c2ccccc21
 : ?, 1%, 0%, -3, 6, -15%
16	NS(=O)(=O)c1ccc(N/N=C/c2cn(-c3ccccc3)nc2-c2cccs2)c([N+](=O)[O-])c1
 : 3.3µM*, 1.5µM*, 7%, 6, 7, 4%
17	Cc1ccc(C(=O)Nc2ccc(NC(=O)c3ccco3)c(C)c2)cc1
 : 3%, 77%[activator], 1%, 31*, 49*, -13%
18	O=C(c1ccncc1)N1N=C(C2CCCCC2)CC1(O)C(F)(F)F (stereo not drawn)
 : 38%[activator], -5%, 3%, -7, -7, 0%
19	Cc1cccnc1NC(=S)NC(=O)c1cncc(Br)c1
 : 48%[activator], 37%[activator], 10µM*, 35*, 91*, 39%[activator]
20	O=C(CCS(=O)(=O)Cc1ccccc1F)NCCCN1CCCCC1
 : ?, 36%[activator], -1%, -4, 16, 7%
21	COC(=O)c1cc(=O)n(CCc2ccccc2)c(=Nc2ccc(F)cc2)s1
 : 4.1µM*, ?, 0%, 1, 7, 5%
22	COc1ccc(N2CCN(CCNC(=O)Nc3ccc(C)cc3Cl)CC2)cc1
 : 2.3µM*, 1%, -1%, -3, -2, 3%
23	CSc1cccc(NC(=O)CN(Cc2ccc(Cl)cc2)S(C)(=O)=O)c1
 : ·, 13%, -6%, -3, -2, 2%
24	COC(=O)c1sc(S(=O)(=O)Nc2ccc(C)cc2)c(C(=O)OC)c1C
 : -29%, 7%, -1%, -2, -6, 3%
25	Cc1cccc(NC(=O)CCN2C(=O)c3ccccc3C2=O)c1
 : -6%, 28%, -6%, 1, -7, -22%
26	Cc1ccccc1C(=O)NNC(=S)NC(=O)COc1ccccc1
 : 6%, ·, ?, 0, 15, -24%
27	COc1cccc(Nc2nc3cc(OC)ccc3cc2C#N)c1
 : 5.2µM*, -1%, 5%, -3, -9, 11%
28	O=C(c1cc(-c2ccccn2)nc2c(Cl)cccc12)N1CCN(S(=O)(=O)c2ccccc2)CC1
 : -16%, 10µM*, -13%, 6, -7, 0%
29	O=[N+]([O-])c1ccc(S(=O)(=O)N2CCN(Cc3ccco3)CC2)cc1
 : 60%[activator], 12%, ·, 0, -6, -28%
30	O=C(CCc1c[nH]c2ccccc12)Nc1ncccc1O
 : 35%[activator], 54%[activator], ·, 16*, 16, 5%

Going on with the list.
Sequence of screens: Pf growth 96h, Pf growth 48h, FBPA Giardia inh, CHX counter, Shiga inhibitor, Sm TGR inh
31	CCc1nnc(NC(=O)CCS(=O)(=O)Cc2ccccc2)s1
 : 6%, 7%, -1%, -4, 3, -23%
32	Cc1ccc(S(=O)(=O)N2CCN(c3ccccc3)CC2)cc1C
 : ?, 13%, 5%, -2, -9, -16%
33	O=c1ncn(-c2cccc(F)c2)c2ncccc12
 : ·, 15%, -1%, 14*, 3, 0%
34	O=c1ccnc2n1COCS2
 : 36%[activator], 1%, 6%, 4, -2, 30%
35	N/C(=N\OC(=O)c1ccc(=O)n(Cc2ccccc2)c1)c1ccccn1
 : ?, 13µM*, 1%, 30*, 63*, ·
36	OC(COc1ccc2c(c1)CCC2)Cn1cnc2ccccc21 (stereo not drawn)
 : 29%, 10µM*, -8%, 23, 74*, 2%
37	O=C(C/C=N\OCc1ccc([N+](=O)[O-])cc1)Nc1ccc(Cl)cc1
 : -12%, -3%, 1%, 17, 56, 2%
38	CCCc1[nH]n(-c2ccc(F)cc2)c(=O)c1C=Nc1ccc(C)cc1
 : 2%, 14%, 6%, 8, -4, -2%
39	CN1CCSc2ccc(C(=O)Nc3ccc(Cl)cc3)cc21
 : 137%[activator], 137%[activator], 0%, 37*, 59*, 2%
40	Cc1ccc(CN2C(=O)CSc3ccc(C(=O)NC4CC4)cc32)cc1
 : 22%, -13%, 8%, -5, -4, 3%
41	Cc1noc(C(=O)NCc2ccco2)c1Cl
 : 8%, 1%, 1%, -3, -2, -13%
42	COC(=O)C1=C(O)CSC1=Nc1ccccc1
 : ?, ·, -3%, 11, 27, 4%
43	Cc1c(C(=O)NNS(=O)(=O)c2ccccc2Cl)sc(=S)n1C
 : 35%[activator], 18%, -10%, -6, -9, -7%
44	O=C1/C(=C/c2ccc([N+](=O)[O-])cc2)CCC1C1CCCC1 (stereo not drawn)
 : i, 44%[activator], 8%, 18*, 31, ?
45	O=C(Nc1ccc(S(=O)(=O)Nc2ccc(F)cc2)cc1)c1ccc(CN2CCOCC2)cc1
 : 12%, ?, -4%, 1, 2, 12%
46	COc1cc2cc(CN(CCN3CCOCC3)C(=O)Nc3ccc(F)cc3)c(=O)[nH]c2cc1OC
 : 0%, ?, 0%, -2, -8, -9%
47	CCC1=Nc2cc(C(=O)NCCCN3CCN(C)CC3)ccc2Sc2ccccc21
 : 22%, ?, 5%, 1, -4, -2%
48	O=C(Nc1ncc([N+](=O)[O-])s1)C1CCN(S(=O)(=O)c2cnc[nH]2)CC1
 : 33%[activator], 63%[activator], -14%, 6, 20, -6%
49	O=C1c2ccccc2C(=O)N1CCC(O)C[N+](=O)[O-] (stereo not drawn)
 : 13%, -7%, 0%, -3, -14, 28µM*
50	OC(COc1ccc2ccccc2c1)CN1CCN(c2ccc(F)cc2)CC1 (stereo not drawn)
 : -28%, 17%, 0%, -1, 9, -4%
51	COc1cc(/C=N/Nc2ccc(C(=O)O)cc2)ccc1O
 : 23%, i, 4%, 5, -8, ?
52	Cc1ccc(C(=O)NC(=O)CSc2nncn2C)cc1
 : 7%, 29%, -4%, -5, 16, 2%
53	CCC(Sc1nc(N)c(NC(=O)c2ccco2)c(=O)[nH]1)C(=O)O (stereo not drawn)
 : 39%[activator], 34%[activator], ·, 1, -10, 2%
54	CCCCN(C(=O)C(C)Oc1ccc(Br)cc1)c1c(N)n(CC(C)C)c(=O)[nH]c1=O (stereo not drawn)
 : ?, ?, ·, ·, ·, -12%
55	Cc1ccc(C(C(=O)NCc2ccco2)N(C(=O)CNC(=O)c2cccs2)c2ccc(C)cc2)cc1 (stereo not drawn)
 : 11%, 17%, 3%, 2, 22, 24%
56	CCOc1ccc(-n2ccc(=O)c(C(=O)Nc3ccc(S(=O)(=O)Nc4nccs4)cc3)n2)cc1
 : ?, ?, ?, -7, -10, -1%
57	CCC(C)NC(=S)Nc1ccc2nc(N3CCOCC3)cc(C)c2c1 (stereo not drawn)
 : 30%[activator], 12%[0.00184 µM], -10%, -5, 19, 0%
58	CN(CC(=O)Nc1ccc(F)cc1)C(=O)c1cccc(S(=O)(=O)N2CCN(c3ccccc3)CC2)c1
 : ?, -17%, ·, -5, -10, 5%
59	O=C(Nc1ccc(C(F)(F)F)cc1-c1ccccc1)c1ccccc1
 : -7%, -12%, 1%, -3, 11, 4%
60	CC(=O)c1ccc(OCC(O)CN2CC(C)OC(C)C2)cc1 (stereo not drawn)
 : 320%[activator], 22%, 12%, 8, -1, 0%

Down the list, as entered above:
FBPA Giardia inh for entries 50–55 → 0%, 4%, -4%, ·, ·, 3%
Pf growth 48h for entries 50–55 → 17%, i, 29%, 34%[activator], ?, 17%
Sm TGR inh for entries 50–55 → -4%, ?, 2%, 2%, -12%, 24%

Next structures follow:
Sequence of screens: Pf growth 96h, Pf growth 48h, FBPA Giardia inh, CHX counter, Shiga inhibitor, Sm TGR inh
61	Nc1nc(SCC(=O)Nc2ccc3c(c2)OCO3)n[nH]1
 : 28%, -5%, 1%, -2, -7, 6%
62	CC(C)N1CCN(Cc2ccccc2C(F)(F)F)CC1CCO (stereo not drawn)
 : -2%, 5%, 1%, -2, -24, -1%[57.1 µM]
63	CN(C)CCCNC(=O)c1cc2c3ccccc3n(C)c2s1
 : -47%, ?, 1%, -2, -6, -29%
64	O=C(COc1ccccc1[N+](=O)[O-])Nc1ccccc1N1CCCC1
 : 31%[activator], 7%, -18%, 4, 12, ·
65	COc1cc(NC(=O)CCCn2c(=S)[nH]c3ccccc3c2=O)cc(OC)c1OC
 : ?, -7%, -3%, -1, -21, 1%
66	O=C(Nc1nnc(-c2ccc(Br)cc2)o1)c1cccc(N2C(=O)CCC2=O)c1
 : 2%, 2%, ·, ·, ·, 3%
67	O=C(Nc1ccc(N2CCN(C(=O)c3ccccc3)CC2)cc1)c1cc2ccccc2o1
 : ·, 12µM*, 0%, -5, -11, -4%
68	CCCC(C)n1[nH]c(=O)c2c(C)cc(C)nc21 (stereo not drawn)
 : ·, 11%, -26%, -1, 1, 0%
69	Cc1nnc(SCC(=O)Nc2ccc(Cl)cn2)s1
 : 38%[activator], 1%, -1%, -2, -11, -1%
70	CC(C)(C)CC(C)(C)NCC(O)COCCOc1ccc(Br)cc1 (stereo not drawn)
 : ?, ?, -2%, -3, 12, -9%
71	CC1(C)CC(=O)C(C=NCCN2CCN(C(=S)NC3CCCCC3)CC2)=C(O)C1
 : ?, -13%, 6%, 1, -4, -8%
72	COc1ccc(OC)c(/C=N\NC(=O)CSc2nnc(CCCc3ccc(OC)c(C)c3)o2)c1
 : ?, ?, -9%, 6, -12, -19%
73	Cc1ccccc1Nc1nc(N)nc(CSc2nc3ccccc3s2)n1
 : ?, -26%, -11%, 10, 9, 0%
74	Cc1cc(OC(=O)C(C)(C)C)c([N+](=O)[O-])c(=O)[nH]1
 : 4%, -3%, -2%, -4, 2, 1%
75	O=C1NC(=S)NC(=O)C1=Cc1ccc(Br)s1
 : ?, 5%, -7%, 1, -3, 20µM*
76	CN(C(=O)c1ccccc1C(=O)OCC(=O)NCc1cccs1)C1CCCCC1
 : -3%, -25%, 9%, 8, -17, 3%
